LYP phosphatase: inhibitors of LYP phosphatase, biochemical, fluorescence intensity, uHTS (AID 1779); actives 0.054% (n = 290,000); inhibition, % at 11.5 µM, or IC50 in µM where a hit was titrated; recombinant LYP phosphatase, fluorescence intensity; higher % means a stronger effect;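 further: plate controls were vehicle with enzyme for no effect and no enzyme for full effect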
M1AAP inhibition: malaria alanyl aminopeptidase activity blockers – biochemical, fluorogenic H-Leu-NHMec substrate, 1536-well (AID 1445). actives 0.42% (n = 220,000). recombinant M1AAP, H-Leu-NHMec fluorogenic kinetic assay; higher % means a stronger effect. inhibition, % at 30 µM, or IC50 in µM where a hit was titrated;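 active means primary inhibition above the hit cutoff, then over 50% inhibition at one or more dose response concentrations, cut at about 23% in these data, passing the limit was not always enough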;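 further: plate controls were DMSO full reaction for no effect and no enzyme background for full effect; strong numbers were not always called active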
human PMI inhibition: inhibitors of human PMI, primary screen, biochemical, fluorescence intensity, coupled assay (AID 1209) | purified PMI enzyme, coupled fluorescence intensity; higher % means a stronger effect | inhibition, % at 20 µM; hits with a dose series show IC50 in µM | actives 0.42% (n = 190,000);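 further: plate controls were DMSO vehicle for no effect and wells lacking substrate for full effect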
Siah-1 displacement: Siah-1 peptide-binding antagonists, primary screen, biochemical, fluorescence polarization, rhodamine-plectin, uHTS (AID 1817) | Siah-1 / rhodamine-plectin peptide fluorescence polarization; higher % means a stronger effect | displacement, % at 20 µM; hits with a dose series show IC50 in µM | actives 0.02% (n = 290,000);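 active means displacement of at least 50% at 20 µM, with a fluorescence ratio check between 0.3 and a set limit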;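 further: plate controls were Siah plus tracer with DMSO for no effect and tracer alone without Siah for full effect; strong numbers were not always called active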
AID2073: disruptors of CaV2.2 binding to Mint1 – biochemical, HTRF (AID 2073); HTRF protein-protein interaction, Mint1-CaV2.2; higher % means a stronger effect; inhibition, % at 20 µM, or IC50 in µM where a hit was titrated; actives 0.19% (n = 290,000); in the data active means inhibition mostly above about 51%, no sharp cut-off; further: some results filed as inactive read as strong as hits
XIAP displacement: small molecules displacing peptide from XIAP – biochemical, IAP family, fluorescence polarization (AID 1018); XIAP BIR domain, fluorescence polarization peptide displacement; higher % means a stronger effect; one-dose displacement, % at 20 µM; IC50 in µM for titrated hits; actives 0.007% (n = 200,000); in the data active means displacement above about 50%; further: a part of the inactive calls stands beside numbers as strong as those of hits
P. falciparum M17LAP: P. falciparum M17LAP inhibitors, primary screen, biochemical, fluorogenic H-Leu-NHMec substrate, 1536-well (AID 1619); recombinant M17LAP, H-Leu-NHMec fluorogenic kinetic assay; higher % means a stronger effect; inhibition, % at 30 µM, or IC50 in µM where a hit was titrated; actives 0.38% (n = 220,000);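 active means compound inhibiting the enzyme by more than half at any dose during confirmatory dose-response retesting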;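 further: plate controls were full reaction with DMSO carrier for no effect and no enzyme background for full effect; strong numbers were not always called active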
PMI inhibition: MPI inhibition at elevated mannose 6-phosphate – biochemical, fluorescence intensity, high mannose 6-phosphate, primary screen (AID 1220) | recombinant PMI enzyme, coupled fluorescence intensity; higher % means a stronger effect | one-dose inhibition, % at 20 µM; IC50 in µM for titrated hits | actives 0.66% (n = 190,000)
Dynein cargo inh: dynein cargo transport inhibition | actives 0.47% (n = 220,000) | z-score, hits read low | 3617.4 mouse cells, GR-EGFP nuclear translocation imaging; test concentration mostly 20 µM; stimulated with dexamethasone, 1 µM; hits give low values;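 active means plate z-score of nuclear minus cytoplasmic receptor signal below a set negative limit, without overly bright fluorescence or cell loss, cut at about -3.5 in these data, passing the limit was not always enough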;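 further: z-score of nuclear minus cytoplasmic ring GR-EGFP intensity difference per well; some compounds called inactive have numbers as strong as hits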
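Medium: Induction medium lacking tetracycline, stripped serum | Probe or stimulus: 1.0 µM final dexamethasone stimulus | Schedule: 48 h induction, then 1 h compound, then 30 min agonist, 37 °C | Signal: Automated 10x imaging of fixed Hoechst-stained cells | Evaluation: Per-cell GR-EGFP intensity, nucleus versus surrounding cytoplasmic ring, well-averaged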
Dynein cargo inh cytoplasmic EGFP: further read-out of Dynein cargo inh, marked with its call; z-score; measured here: cytoplasmic GR-EGFP intensity; hits give high values
Dynein cargo inh nuclear GR-EGFP: second read-out of Dynein cargo inh, no call of its own (marks repeat the call); z-score; measured here: nuclear GR-EGFP intensity;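 lower value marks the stronger effect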
Dynein cargo inh cell count: further read-out of Dynein cargo inh, marked with its call; z-score; measured here: cell count per field
* hit, by the source's call; . = no result given. Unless noted, no stated cut-off is given here; in the data, active means inhibition above about 50%; inactive means the rest.

SMILES	LYP phosphatase	M1AAP inhibition	human PMI inhibition	Siah-1 displacement	AID2073	XIAP displacement	P. falciparum M17LAP	PMI inhibition	Dynein cargo inh	Dynein cargo inh cytoplasmic EGFP	Dynein cargo inh nuclear GR-EGFP	Dynein cargo inh cell count
Cc1[nH]c2ccccc2c1/C=N/NC(=O)c1cccc([N+](=O)[O-])c1	3%	2%	5%	-5%	0%	-0.9%	4%	15%	1.6	0.066	0.84	-1.7
COc1ccc(F)c(CN2CCC(N3CCC(C(=O)N4CCOCC4)CC3)CC2)c1	-5%	0%	4%	9%	0%	-2.8%	2%	3%	-0.049	-0.32	-0.31	0.3
CC(C)(C)C(=O)N1N=C(c2cccc(NS(C)(=O)=O)c2)CC1c1cccs1 (stereo unspecified)	-1%	9%	-9%	-4%	12%	-6.4%	30%	3%	0.1	-0.32	-0.17	0.78
Cc1ccccc1NC(=S)NCC1CCC(CNC(=S)Nc2ccccc2C)CC1 (stereo unspecified)	0%	5%	.	-6%	-24%	.	-14%	.	0.84	-0.27	0.28	-0.32
COc1cccc(N2CCN(Cc3nc(N)nc(N4CCCc5ccccc54)n3)CC2)c1	3%	10%	17%	2%	-3%	-1.1%	1%	12%	0.27	-0.12	0.36	0.0061
CS(=O)(=O)N1CCC(C(=O)NCc2ccccc2)CC1	12%	14%	0%	-1%	-4%	-4.1%	-10%	8%	-0.89	-0.16	-0.86	1.2
CC1(C)CC(=O)C2=C(C1)OC(N)=C(C#N)C2c1ccc[nH]1 (stereo unspecified)	-6%	4%	-12%	-1%	-2%	-14%	21%	6%	-0.74	-0.24	-0.54	1
Cc1nc2sc3c(c2c(=O)n1/N=C/c1cccnc1)CCCC3	2%	3%	2%	0%	-2%	-6.0%	0%	4%	-0.27	-0.04	0.053	0.51
COc1cccc(NC(=O)Cn2c(=O)c3c(ncn3Cc3ccccc3)n(Cc3ccccc3)c2=O)c1	3%	5%	1%	1%	16%	-4.0%	0%	-10%	0.69	-0.24	0.44	0.45
COc1ccc(OC)c(Nc2nc(N)nc(-c3cc4ccccc4o3)n2)c1	4%	-1%	14%	-6%	0%	2.2%	0%	10%	-0.092	-0.26	-0.1	0.37
CCOC(=O)c1cc(C#N)c(N2CCCC2)nc1-c1ccccc1	-6%	4%	11%	4%	23%	-13%	-16%	12%	-0.53	-0.19	-0.47	0.39
Cc1cc(Br)ccc1NC(=O)CN1C(=S)NC(C)(C)CC1C (stereo unspecified)	-7%	7%	0%	-3%	11%	-10%	0%	-2%	-0.37	-0.3	0.11	0.063
Cc1sc(NC(=O)c2ccco2)c(C(c2cccnc2)N2CCCC2)c1C (stereo unspecified)	2%	10%	2%	1%	-4%	0.1%	2%	0%	0.041	-0.15	0.88	0.48
O=C(c1ccccc1F)N1CCN(S(=O)(=O)c2ccc(S(=O)(=O)N3CCCCCC3)cc2)CC1	-7%	5%	.	-7%	30%	.	5%	.	-1.1	0.095	0.2	-0.47
CC(=O)c1cnc(Nc2cccc(C)c2)s1	-2%	6%	-2%	6%	18%	-3.4%	-1%	-6%	-0.58	-0.22	-0.61	1.4
COc1ccc(-c2cc(C(=O)N3CCCc4ccccc43)no2)cc1	-6%	-13%	22%	-1%	11%	-4.5%	-12%	13%	0.11	0.4	0.13	0.86
CCOc1cc(S(=O)(=O)NCc2ccncc2)c(C)cc1C	-2%	2%	10%	5%	2%	-3.6%	3%	5%	-0.11	-0.28	0.081	0.5
COc1ccc(C(=O)N2CCc3ccccc32)cc1	-1%	3%	-6%	2%	10%	0.6%	9%	-6%	2.4	-0.16	1.5	-2
Cn1cccc1C(C(=O)NC1CCCCC1)N(C(=O)Cc1cccs1)C1CC1 (stereo unspecified)	-3%	3%	0%	0%	-9%	-3.8%	11%	0%	0.26	-0.18	0.33	-0.55
O=C(/C=C/c1ccco1)Nc1ccc(S(=O)(=O)N2CCOCC2)cc1	3%	6%	12%	-1%	31%	-4.2%	7%	10%	-1.5	-0.25	-0.57	0.77
CCCCN(C)C(=O)C1CCN(C/C(C)=C/c2ccccc2)CC1	-3%	-3%	-2%	4%	8%	0.0%	-6%	-10%	1.8	-0.093	1.9	-1.1
Cc1ccc(NC(=S)NCCN(C2CCCCC2)C2CCCC2)cc1	-10%	2%	8%	-1%	0%	-5.2%	1%	50%	0.29	-0.13	1	-1.9
Cc1c(Cl)c(C(=O)N2CCCC2)nn1C	-9%	0%	6%	-2%	-5%	-3.0%	3%	2%	-0.69	-0.27	-0.3	0.42
CCOc1ccccc1NC(=O)C1=C(C)NC(=S)NC1c1cccs1 (stereo unspecified)	-4%	0%	-3%	-7%	-19%	.	15%	5%	-0.66	-0.31	-0.28	0.2
CS(=O)c1ccccc1-c1nc(-c2ccc(Cl)cc2)no1 (stereo unspecified)	-3%	0%	12%	-3%	-11%	-3.2%	17%	7%	0.45	-0.048	0.62	-1.8
Cc1cc(NC(=O)CSc2nc3c(sc4ccccc43)c(=O)n2CCCN2CCOCC2)n[nH]1	-9%	4%	13%	0%	-1%	-11%	3%	8%	3.1	-0.11	1.6	-1.2
CC(=O)n1cc(-c2ccncc2)c2ccccc21	-1%	2%	10%	10%	2%	-0.1%	-5%	10%	0.19	-0.19	0.32	-0.22
CC(=O)C1=C(O)C(=O)N(c2nnn(C)n2)C1c1cccs1 (stereo unspecified)	-7%	0%	6%	4%	-7%	-2.2%	4%	4%	-1.3	-0.2	-0.63	-0.13
CCCCCOc1ccc(C(=O)C(c2ccccc2)N2CCOCC2)cc1 (stereo unspecified)	4%	-7%	-9%	-1%	15%	-5.4%	7%	-6%	-0.6	-0.28	-0.26	0.32
O=C(c1cc2ccccc2o1)N1CCN=C1SCc1cccnc1	-2%	1%	-7%	-1%	13%	-4.6%	1%	0%	-0.062	-0.045	0.48	-0.78
N/C(CCN1CCOCC1)=N/O	-5%	3%	0%	3%	3%	-1.4%	-12%	-6%	-0.51	-0.22	0.056	0.31
CC(C)C[C@H](N)c1nnc(SCc2ccc(Cl)cc2)o1	-11%	12%	.	-4%	-10%	.	-9%	.	-0.13	-0.15	-0.091	0.71
Cc1cc(C(=O)NC(C)c2ccc3c(c2)OCO3)cs1 (stereo unspecified)	1%	5%	8%	-5%	30%	-6.6%	-4%	10%	-0.22	0.042	0.28	0.52
CC(C)C(=O)NC(=S)Nc1ccccc1C(F)(F)F	-3%	7%	0%	2%	4%	-4.5%	-3%	0%	-0.72	-0.21	-0.4	0.62
COc1cc(C(=O)NC2CCCCC2)ccc1OCc1ccc(Cl)cc1Cl	-8%	3%	-8%	-2%	0%	-1.5%	10%	-5%	-0.9	0.015	0.078	0.5
CCCOc1ccc(/C=C/C(=O)Nc2ccc([N+](=O)[O-])cc2C)cc1	-8%	4%	10%	2%	4%	-4.0%	-5%	5%	-0.6	-0.21	-0.36	1.1
O=C(COC(=O)c1cc(-c2cccs2)nc2ccccc12)NCc1ccco1	-7%	14%	-3%	4%	53%	-13%	-32%	1%	-3.2	-0.073	-1.1	-0.013
COCc1cc(=O)n2[nH]c(-c3ccco3)cc2n1	-9%	7%	.	8%	27%	.	1%	.	0.081	-0.25	-0.062	0.47
CCCCOc1ccc(C(=O)N2CCCC2C(=O)O)cc1 (stereo unspecified)	-3%	2%	2%	8%	10%	-2.7%	12%	8%	-0.69	-0.23	-0.4	0.96
O=C(Nc1nccs1)c1cn(-c2ccccc2)nc1-c1ccncc1	-5%	9%	6%	15%	-9%	0.3%	0%	6%	-0.43	-0.31	-0.028	1.1

9 successive entries out of the list so far:
SMILES	LYP phosphatase	M1AAP inhibition	human PMI inhibition	Siah-1 displacement	AID2073	XIAP displacement	P. falciparum M17LAP	PMI inhibition	Dynein cargo inh	Dynein cargo inh cytoplasmic EGFP	Dynein cargo inh nuclear GR-EGFP	Dynein cargo inh cell count
N/C(CCN1CCOCC1)=N/O	-5%	3%	0%	3%	3%	-1.4%	-12%	-6%	-0.51	-0.22	0.056	0.31
CC(C)C[C@H](N)c1nnc(SCc2ccc(Cl)cc2)o1	-11%	12%	.	-4%	-10%	.	-9%	.	-0.13	-0.15	-0.091	0.71
Cc1cc(C(=O)NC(C)c2ccc3c(c2)OCO3)cs1 (stereo unspecified)	1%	5%	8%	-5%	30%	-6.6%	-4%	10%	-0.22	0.042	0.28	0.52
CC(C)C(=O)NC(=S)Nc1ccccc1C(F)(F)F	-3%	7%	0%	2%	4%	-4.5%	-3%	0%	-0.72	-0.21	-0.4	0.62
COc1cc(C(=O)NC2CCCCC2)ccc1OCc1ccc(Cl)cc1Cl	-8%	3%	-8%	-2%	0%	-1.5%	10%	-5%	-0.9	0.015	0.078	0.5
CCCOc1ccc(/C=C/C(=O)Nc2ccc([N+](=O)[O-])cc2C)cc1	-8%	4%	10%	2%	4%	-4.0%	-5%	5%	-0.6	-0.21	-0.36	1.1
O=C(COC(=O)c1cc(-c2cccs2)nc2ccccc12)NCc1ccco1	-7%	14%	-3%	4%	53%	-13%	-32%	1%	-3.2	-0.073	-1.1	-0.013
COCc1cc(=O)n2[nH]c(-c3ccco3)cc2n1	-9%	7%	.	8%	27%	.	1%	.	0.081	-0.25	-0.062	0.47
CCCCOc1ccc(C(=O)N2CCCC2C(=O)O)cc1 (stereo unspecified)	-3%	2%	2%	8%	10%	-2.7%	12%	8%	-0.69	-0.23	-0.4	0.96

Going on with the list.
SMILES	LYP phosphatase	M1AAP inhibition	human PMI inhibition	Siah-1 displacement	AID2073	XIAP displacement	P. falciparum M17LAP	PMI inhibition	Dynein cargo inh	Dynein cargo inh cytoplasmic EGFP	Dynein cargo inh nuclear GR-EGFP	Dynein cargo inh cell count
O=c1oc(-c2ccccc2)nc2c1cnn2-c1ccccc1	-3%	5%	-1%	5%	6%	-3.3%	1%	0%	-2.2	0.18	-1.3	0.45
CCOCCOC(=O)C1=C(C)N(C)C(=O)NC1c1ccccc1Cl (stereo unspecified)	1%	13%	3%	-2%	-6%	-2.5%	-13%	11%	-0.26	-0.16	0.41	-0.25
CC1CCCC(N2C(=O)NC(NC(=O)c3ccco3)(C(F)(F)F)C2=O)C1C (stereo unspecified)	-8%	1%	1%	-2%	0%	-4.0%	3%	-2%	1.9	-0.34	0.84	-1
Cc1cc(C)n2c(SCC(=O)Nc3c(C)n(C)n(-c4ccccc4)c3=O)nnc2n1	-2%	1%	-12%	-4%	15%	-2.2%	6%	-11%	0.072	-0.19	0.74	0.72

High-throughput results from PubChem BioAssay.

Compounds as they come (roughly 2.1% active in at least one column).
